Caspase-1 inhib – caspase-1 (human) inhibition, allosteric or competitive | AID 900 | Potency, µM (highest dose often 57.5 µM), for the others: at the highest dose activity change, negative = inhibition, most hits filed as inhibitors | P29466 | 0.03% of 75,000 active | Caspase-1 enzyme, Ac-WEHD-AFC fluorogenic rate;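 also: potency is read from the fitted curve at half-maximal effect; plate controls were vehicle for no effect and no substrate for full effect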
Target sequence (P29466 120-297 limits assumed): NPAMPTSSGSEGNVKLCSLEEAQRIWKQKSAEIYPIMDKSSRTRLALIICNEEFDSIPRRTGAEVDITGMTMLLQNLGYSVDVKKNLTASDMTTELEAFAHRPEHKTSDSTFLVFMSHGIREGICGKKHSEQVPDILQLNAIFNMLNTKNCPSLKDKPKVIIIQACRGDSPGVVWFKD
Target sequence (P29466 317-404 limits assumed): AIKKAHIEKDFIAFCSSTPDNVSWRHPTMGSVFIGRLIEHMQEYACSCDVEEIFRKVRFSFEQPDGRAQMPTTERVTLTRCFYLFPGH
USP2a inhib – USP2a (human) protease inhibition. O75604. USP2a enzymatic assay, qHTS inhibition. Potency, µM (top dose mostly 38.3 µM), without a hit: top-dose activity change, negative = inhibition, most hits filed as inhibitors. 0.1% of 60,000 active. AID 927;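 also: potency is read from the fitted curve at half-maximal effect; nearly all actives have a fitted effect of over 60% in size; plate controls were DMSO for no effect and NEM full inhibition control for full effect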
Target sequence (O75604 whole entry, looked up): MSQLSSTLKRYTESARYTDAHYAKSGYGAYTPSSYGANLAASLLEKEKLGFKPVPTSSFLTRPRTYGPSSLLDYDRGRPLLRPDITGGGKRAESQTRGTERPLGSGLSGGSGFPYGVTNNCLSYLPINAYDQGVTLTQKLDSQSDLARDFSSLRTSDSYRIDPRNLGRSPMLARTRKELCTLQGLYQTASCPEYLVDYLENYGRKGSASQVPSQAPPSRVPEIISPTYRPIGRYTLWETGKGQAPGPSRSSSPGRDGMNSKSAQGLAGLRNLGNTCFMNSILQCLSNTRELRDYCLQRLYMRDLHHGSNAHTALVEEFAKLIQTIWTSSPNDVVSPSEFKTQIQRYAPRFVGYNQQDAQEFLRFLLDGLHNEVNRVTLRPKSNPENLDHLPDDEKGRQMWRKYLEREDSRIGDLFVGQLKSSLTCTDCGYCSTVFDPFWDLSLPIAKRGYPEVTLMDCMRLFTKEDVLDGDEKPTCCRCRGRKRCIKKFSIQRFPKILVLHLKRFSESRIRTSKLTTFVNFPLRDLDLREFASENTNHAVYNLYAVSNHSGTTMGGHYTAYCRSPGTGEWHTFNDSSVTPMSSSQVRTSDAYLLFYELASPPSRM
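USP2 core (20nM final) preincubated 30 min RT with compound, then Ub-PLA2 20nM and NBD C6-HPC 20uM final added; buffer 20mM Tris-HCl pH 8.0, 2mM CaCl2. Fluorescence Ex 460/Em 535 read at 0 and 2.5 h; normalized to NEM.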
A350 fluor – compounds fluorescent in Alexa 350 spectral region; max dye-equivalent concentration, M; 11% of 59,000 active; Compound autofluorescence, 340/450 nm, Alexa 350 dye-equivalents; hits give high values; in the data active = max dye-equivalent concentration above about 10 nM; inconclusive = mostly about 1.1 nM to 9.6 nM
Casp7 inh – allosteric or competitive inhibitors of human caspase-7; P55210; recombinant caspase-7, Ac-DEVD-AFC fluorescence rate; Potency, µM (series often up to 57.5 µM), for inactives: at the highest dose activity change, negative = inhibition, usual class: inhibitors; 0.02% of 75,000 active; AID 889; active = well fitted inhibition curve with a large enough effect in the main read-out, with a control signal flat, not every such curve was filed as active; inconclusive = small, poorly fitted or top-dose-only effect, or a change in a side signal; also: potency is read from the fitted curve at half-maximal effect; % of control where 0% means no effect
BRCT PPI red – inhibitors of human BRCA1 BRCT-phosphoprotein interaction (red fluorophore); P38398; BRCT-phosphopeptide binding, red fluorescence polarization; Potency, µM (highest dose often 76.9 µM), for the others: top-dose activity change, negative = inhibition, actives largely listed as inhibitors; 0.03% of 75,000 active; also: % is scaled to controls: 0 for no effect and ±100 for the full control effect
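Rhodamine-labelled pBACH1 10-mer (100 nM) bound to BRCT domain (100 nM) at pH 7.3; compounds incubated 12 min room temperature, polarization read. Free peptide defines full inhibition; unlabelled decapeptide titrated as control.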
4MU fluor – 4-MU region autofluorescence. compound autofluorescence, 340/450 nm, 4-MU equivalents; hits give high values. max dye-equivalent concentration, M. 11% of 59,000 active; in the data active = max dye-equivalent concentration above about 10 nM; inconclusive = mostly about 1.1 nM to 9.6 nM
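Intrinsic fluorescence at 340/450 nm (ex/em) was read after 15 min at room temperature in pH 8.0, 100 mM Tris. Each compound concentration expressed as 4-MU-equivalent concentration from a six-point 4-MU standard series on each plate.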
Texas Red fluor – compounds fluorescent in Texas Red spectral region | Compound fluorescence, Texas Red channel, 547/618 nm; hits give high values | max dye-equivalent concentration, M | 0.06% of 59,000 active; in the data active = max dye-equivalent concentration above about 10 nM; inconclusive = between about 1.1 nM and that limit
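Compound fluorescence was read after 15 min at room temperature in 100 mM Tris, pH 8.0, using 547 nm excitation and 618 nm emission across a concentration series. It was expressed as Texas Red dye-equivalent concentration from an on-plate standard curve.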
Rhodamine fluor – compound autofluorescence in rhodamine spectral region; Rhodamine-region fluorescence, 547/598 nm, Tris buffer; hits give high values; max dye-equivalent concentration, M; 0.05% of 59,000 active; AID 594; in the data active = max dye-equivalent concentration above about 11 nM; inconclusive = between about 1.1 nM and that limit
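A six-point rhodamine series on each plate calibrates the signal. Compounds sit in 100 mM Tris (pH 8.0) for 15 min at ambient temperature before imaging through 547 nm/598 nm filters.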
BRCT PPI green – inhibitors of human BRCA1 BRCT-phosphoprotein interaction (green fluorophore). 0.05% of 75,000 active. P38398. AID 875. BRCA1 BRCT-phosphopeptide binding, green fluorescence polarization. Potency, µM (series often up to 76.9 µM), inactives show top-dose activity change, negative = inhibition, actives largely listed as inhibitors;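 also: potency is read from the fitted curve at half-maximal effect; plate controls were peptide without protein for full effect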
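Fluorescence polarization: His-tagged BRCT (~35 kDa BRCA1 C-terminus, 250 nM) bound to 100 nM fluorescein-labeled phosphorylated 10-aa BACH1 peptide, pH 7.3 phosphate buffer with DTT and Tween 20. Compounds incubated 12 min at room temperature; inhibition read as lowered polarization.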
HEK293 cAMP ctrl – counter-screen for TSHR agonists: cAMP increase in parental HEK293; parental HEK293 CNG cAMP sensor, membrane potential fluorescence; Potency, µM (highest dose often 57.1 µM), for inactives: at the top dose activation, actives largely listed as activators; 2.5% of 73,000 active; AID 938; also: potency is read from the fitted curve at half-maximal effect; % of control where 0% means no effect; nearly all actives have a fitted effect of over 55% in size
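Parental HEK 293 cells stably expressing a modified CNG channel (no TSHR) report cAMP rise as membrane depolarization. Membrane potential dye with 100 uM RO 20-1724 was loaded for 60 min at room temperature, then compound added for 30 min; fluorescence read at 590 nm.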
Fluorescein autfl – fluorescein region autofluorescence | Compound autofluorescence, 480/540 nm, fluorescein-equivalent; hits give high values | max fluorescein-equivalent concentration, M | 0.91% of 59,000 active | AID 593; in the data active = max fluorescein-equivalent concentration above about 10 nM; inconclusive = between about 1.1 nM and that limit
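Fluorescein stocks ranging 3 mM down to 300 nM, plus DMSO blanks, were pinned alongside compounds to build a per-plate standard curve. Buffer: 100 mM Tris, pH 8.0. Incubation 15 min, room temperature; filters 480/540 nm.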
Active calls of the source: *; i = inactive; ? = inconclusive; · = no result given; [ ] = another dose, or the depositor's remark. Unless noted, calls follow the shape of the dose curve; as a rule, active = well fitted curve in the direction sought with a large enough effect; inconclusive = small, poorly fitted or top-dose-only effect, or another doubt; inactive = no such curve, though single readings can be large; an effect the other way counts as inactive or inconclusive. A portion of the library; rates above refer to the full screens.

The first two records, ahead of the listing:
SMILES | Caspase-1 inhib | USP2a inhib | A350 fluor | Casp7 inh | BRCT PPI red | 4MU fluor | Texas Red fluor | Rhodamine fluor | BRCT PPI green | HEK293 cAMP ctrl | Fluorescein autfl
O=S(=O)(Cc1ccccc1)Nn1cnnc1 | -1% | · | · | -1% | 0.3% | · | · | · | -1.8% | 16% | ·
COc1ccc(N(CC(=O)Nc2ccc3c(c2)OCO3)S(=O)(=O)c2ccccc2)c(OC)c1 | -3% | 31%[activator] | · | -1% | -1.0% | · | · | · | -2.7% | 25% | ·

Main list, previewed entries included:
SMILES | Caspase-1 inhib | USP2a inhib | A350 fluor | Casp7 inh | BRCT PPI red | 4MU fluor | Texas Red fluor | Rhodamine fluor | BRCT PPI green | HEK293 cAMP ctrl | Fluorescein autfl
O=S(=O)(Cc1ccccc1)Nn1cnnc1 | -1% | · | · | -1% | 0.3% | · | · | · | -1.8% | 16% | ·
COc1ccc(N(CC(=O)Nc2ccc3c(c2)OCO3)S(=O)(=O)c2ccccc2)c(OC)c1 | -3% | 31%[activator] | · | -1% | -1.0% | · | · | · | -2.7% | 25% | ·
CCOc1ccc(Nc2nc(C)cc(C)c2C#N)cc1 | -10% | -2% | 9e-07M* | -11% | 0.9% | 6.3e-07M* | i | i | -2.3% | 3% | i
NC(=O)c1c(N)sc2c1CCCC2 | -7% | 15% | ? | -11% | -1.4% | ? | i | i | -0.5% | 5% | ?
C=CCn1c(SCn2nnc3ccccc3c2=O)nc2scc(-c3cccs3)c2c1=O | -1% | 34%[activator] | i | -2% | -2.1% | i | i | i | -2.0% | -7% | ?
Cn1c(C(=O)OC(C(=O)NC2CCCCC2)c2ccncc2)cc2sccc21 (stereo unspecified) | -1% | 110%[activator] | i | 0% | -0.2% | i | i | i | 0.9% | 16µM* | i
CCOC(=O)NC1(NCc2ccccc2)Oc2ccccc2O1 | -2% | 3% | i | 0% | -0.9% | i | i | i | -4.0% | -20% | i
CC1CCN(CCCNC(=O)c2n[nH]c(=O)c3ccccc23)CC1 | -1% | -6% | i | 0% | 0.2% | i | i | i | -0.8% | 4% | i
O=C(c1ccc(Cn2cc(Br)cn2)cc1)N1CCN(c2ccccc2)CC1 | -2% | 38%[activator] | i | -4% | -0.3% | i | i | i | -3.1% | 8% | ?
Cn1c(=O)c2c(nc(NCCCN3CCOCC3)n2Cc2cccc(Cl)c2)n(C)c1=O | 0% | 12% | i | -3% | -0.7% | i | i | i | -2.7% | 3% | ?
O=C(c1cccc(F)c1)N1CCC2(CCCN(Cc3ccccc3)C2)CC1 | -1% | 22% | i | 1% | -1.2% | i | i | i | -0.2% | 27% | ?
Cc1cc2ncc(-c3ccc(Cl)cc3)c(N)n2n1 | -1% | · | · | 0% | 0.5% | · | · | · | -1.3% | 9% | ·
COc1ccc(S(=O)(=O)NC2(C(F)(F)F)N=C3SCCN3C2=O)cc1 (stereo unspecified) | 0% | -4% | i | 0% | -1.4% | i | i | i | 1.1% | 4% | i
Cc1ccc(Nc2nc(CSc3nnnn3-c3ccccc3)cs2)cc1 | -1% | 14% | i | -4% | 1.0% | i | i | i | 7.2% | 18% | i
COCCCNC(=O)Cn1cc2c(n1)CCC(C)C2 (stereo unspecified) | 0% | · | · | 2% | 0.9% | · | · | · | -3.2% | 4% | ·
CCc1nnc(NC(=O)CSc2nc(C)c3c(c2C#N)CCCC3)s1 | · | · | ? | · | · | ? | i | i | · | · | i
CCOc1ccccc1Oc1ccc(C(F)(F)F)cn1 | -1% | -2% | i | 1% | 1.5% | i | i | i | -1.7% | 10% | ?
Cc1nc2ccccc2c(=O)n1NC(=O)C1CCCCC1 | 2% | 1% | i | 2% | -0.2% | i | i | i | -0.2% | 2% | i
Fc1ccc(-c2cc3nc4c(c(N5CCOCC5)n3n2)CCCC4)cc1 | -4% | 7% | 3.5e-08M* | 2%[0.00368 µM] | 0.3% | 4.2e-08M* | i | i | -0.3% | ? | ?
COc1ccc(-c2cc(C(=O)O)c3ccccc3n2)c(OC)c1 | -1% | 1% | · | -1% | 1.3% | · | · | · | 0.9% | 2% | ·
CCOC(=O)C1=C(C)NC(C)=C(C(=O)OCC)C1c1nc2ccccc2[nH]1 | -2% | -3%[7.66 µM] | · | -2% | -1.2% | · | · | · | 0.2% | 0%[11.4 µM] | ·
Cc1sc2nc(CN3CCN(S(=O)(=O)c4cccc5nonc45)CC3)[nH]c(=O)c2c1C | -2% | 17% | i | -6% | 4.7% | i | ? | i | -5.5% | -20% | i
COc1ccc(CCNC(=O)c2cc(-c3ccccc3)on2)cc1OC | -1% | -3% | i | 0% | 0.7% | i | ? | i | -1.3% | -2% | i
COC(=O)c1cc(OC)c(OC)cc1NC(=O)c1oc2ccccc2c1C | -1% | 4% | 3.8e-07M* | 1% | 0.7% | 3.2e-07M* | i | i | -0.4% | 7% | i
COc1ccc2nc(NC(=O)CCNS(=O)(=O)c3ccc4c(c3)oc(=O)n4C)sc2c1 | 1% | 14% | i | 1% | 0.0% | i | i | i | -3.3% | 3% | i
The list goes on.
SMILES | Caspase-1 inhib | USP2a inhib | A350 fluor | Casp7 inh | BRCT PPI red | 4MU fluor | Texas Red fluor | Rhodamine fluor | BRCT PPI green | HEK293 cAMP ctrl | Fluorescein autfl
CC(=O)Nc1ccc(S(=O)(=O)NC2(C(F)(F)F)NC(=O)N(C3CCCC3)C2=O)cc1 (stereo unspecified) | 1% | 0% | i | 1% | 0.1% | i | i | i | 0.3% | -1% | i
CCN(C(=O)COC(=O)c1cnc(C)cn1)C1CCCCC1 | 1% | -5% | ? | 5% | 0.9% | i | ? | i | -1.4% | 3% | ?
CC(=O)c1cc(C#N)c(SCCC(C)C)nc1C | 2% | 34%[activator] | 1.6e-07M* | 0% | 0.3% | 1.6e-07M* | ? | i | -0.7% | 4% | i
CN1CCN(C2=Nc3ccccc3Oc3ccc(Cl)cc32)CC1 | -2% | 2% | ? | 4% | -1.1% | ? | i | i | 0.5%[3.08 µM] | 19%[25.6 µM] | ?
CCCCCN(C(=O)NC(=O)NCCCC)S(C)(=O)=O | 5% | -4% | i | 1% | -0.2% | i | ? | i | -2.4% | 12% | i
Cc1ccc(C)c(C(=O)CC2(O)C(=O)N(C)c3ccccc32)c1 (stereo unspecified) | -1% | 15%[7.66 µM] | · | 0% | 0.4% | · | · | · | 0.0% | 7%[11.4 µM] | ·
Cc1cc(-c2ccccc2C(=O)NCc2ccccc2)on1 | -2% | 19% | i | -2% | -2.2% | i | i | i | -1.0% | 21% | i
Cc1cc2oc3c(c(=O)c2cc1C)C(c1ccc(F)cc1)N(CCCN1CCOCC1)C3=O (stereo unspecified) | 5% | · | · | -4% | -7.4% | · | · | · | -3.6% | -4% | ·
CC(C)(C)n1ncc2c(=O)n(CC(=O)NCc3ccc(F)cc3)cnc21 | 1% | 1% | i | -1% | -1.9% | i | i | i | -1.0% | 12% | i
Cc1ccc(C(=O)Nc2c(C(=O)NCc3ccco3)cnn2-c2ccccc2)cc1 | 3% | 8% | i | 1% | -0.5% | i | i | i | -2.0% | 11% | ?
CC1OC(OC2C(CO)OC(OC3C(CO)OC(O)C(O)C3O)C(O)C2O)C(O)C(O)C1NC1C=C(CO)C(O)C(O)C1O (stereo unspecified) | 2% | 6% | · | 2% | -1.2% | · | · | · | -2.0%[3.08 µM] | · | ·
O=c1c2ccccc2nnn1CSc1nc2ccccc2c(=O)n1Cc1ccco1 | -1% | -3% | i | -1% | 1.1% | i | i | i | -1.2% | ? | i
O=C(c1cc2c(s1)CCC2)N1C(=O)c2ccccc2S1(=O)=O | 0% | -5% | i | -1% | 2.8% | i | i | i | -0.9% | -1% | ?
CCc1nc2ccccc2c(=O)n1CCCCn1c(CC)nc2ccccc2c1=O | 1% | -2% | 1.1e-08M* | 2% | -1.0% | 1.1e-08M* | i | i | -0.6% | 2% | i
O=C(CCn1c(=O)sc2ccccc21)Nc1cccnc1 | 1% | 6% | i | 0% | 0.2% | i | i | i | -6.1% | -3% | ?
Clc1ccccc1C1CC(c2ccccc2)Nc2ncnn21 (stereo unspecified) | 2% | · | · | -1% | 1.6% | · | · | · | -0.8% | 24% | ·
COCc1[nH]nc2c1C(c1ccnc3ccccc13)C(C#N)=C(N)O2 (stereo unspecified) | · | · | i | · | · | i | i | i | · | · | i
O=C(O)c1cccc(N2CCCCS2(=O)=O)c1 | 2% | 3% | i | 0% | -0.1% | i | i | i | -0.3% | -2% | ?
C[C@]12CCC(=O)C=C1CCC1C2C(O)C[C@]2(C)C1CC[C@]2(O)C(=O)CO (stereo partly specified) | 3% | -10% | · | -1% | -2.0% | · | · | · | -2.9%[3.08 µM] | · | ·

Reformatted tab-delimited: part of the list above
SMILES	Caspase-1 inhib	USP2a inhib	A350 fluor	Casp7 inh	BRCT PPI red	4MU fluor	Texas Red fluor	Rhodamine fluor	BRCT PPI green	HEK293 cAMP ctrl	Fluorescein autfl
Cc1cc2oc3c(c(=O)c2cc1C)C(c1ccc(F)cc1)N(CCCN1CCOCC1)C3=O (stereo unspecified)	5%	·	·	-4%	-7.4%	·	·	·	-3.6%	-4%	·
CC(C)(C)n1ncc2c(=O)n(CC(=O)NCc3ccc(F)cc3)cnc21	1%	1%	i	-1%	-1.9%	i	i	i	-1.0%	12%	i
Cc1ccc(C(=O)Nc2c(C(=O)NCc3ccco3)cnn2-c2ccccc2)cc1	3%	8%	i	1%	-0.5%	i	i	i	-2.0%	11%	?
